Pol eta inh – inhibitors of human DNA polymerase eta; Q9Y253; recombinant Pol eta, fluorescent DNA replication assay; Potency, µM (top dose mostly 114 µM), without a hit: top-dose activity change, negative = inhibition, usual class: inhibitors; 390,000 tested, 1.2% active; further: potency means the concentration at half of the fitted maximal effect; on the % scale 0 is the no-effect control and ±100 the full control effect
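Fluorescent replication assay: 50 nM final substrate added after a 15 min room-temperature compound preincubation with 10 nM enzyme. Signal taken at 0 min and again at 10 min.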
APEX1 inh – blocks human APE1 abasic DNA cleavage | P27695 | recombinant APE1, TAMRA/BHQ-2 abasic DNA cleavage fluorescence | Potency, µM (doses to about 65.8 µM), for inactives: top-dose activity change, negative = inhibition, usual class: inhibitors | 350,000 tested, 0.35% active | AID 2517;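 further: potency means the concentration at half of the fitted maximal effect; plate controls were vehicle for no effect and reference inhibitor for full effect; nearly all actives have a fitted effect of over 55% in size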
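APE1 at 0.75 nM preincubated 15 min at room temperature with compound. Reaction then started with 50 nM double-stranded THF-abasic substrate labelled with TAMRA/BHQ-2, and 525/598 nm fluorescence read kinetically. Activity taken as third-minus-first read difference, normalized to DMSO and NSC13755 controls.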
POLI inh – inhibitors of human DNA polymerase iota. Q9UNA4. Potency, µM (doses to about 115 µM), for inactives: top-dose activity, negative = inhibition, most hits filed as inhibitors. Pol iota fluorescent replication assay, 10 min. 390,000 tested, 1% active; further: potency means the concentration at half of the fitted maximal effect
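Pol iota at 10 nM preincubated 15 min with compounds at room temperature; reaction started with fluorescent substrate, 50 nM final. Fluorescence read kinetically at 0 and 10 min; buffer-only wells as negative control.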
Apoferritin bind – binds horse apoferritin like a general anesthetic; P02791; apoferritin/1-aminoanthracene competitive binding, fluorescence; Potency, µM (doses to about 77.5 µM), for inactives: top-dose activity change, negative = displacement, actives largely listed as inhibitors; 350,000 tested, 0.074% active; further: potency means the concentration at half of the fitted maximal effect; on the % scale 0 is the no-effect control and ±100 the full control effect; nearly all actives have a fitted effect of over 20% in size
Target sequence (P02791 2-175 limits assumed): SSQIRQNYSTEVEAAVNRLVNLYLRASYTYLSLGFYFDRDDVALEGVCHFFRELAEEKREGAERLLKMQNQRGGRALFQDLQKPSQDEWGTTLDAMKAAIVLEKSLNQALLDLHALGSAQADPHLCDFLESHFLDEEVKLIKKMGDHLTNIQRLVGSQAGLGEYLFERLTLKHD
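Probe: 1-aminoanthracene (50% saturated, PBS). Protein: horse-spleen apoferritin, 10 uM. Incubation: 10 min, room temperature. Detection: 380 nm excitation, 535 nm emission. Analysis: normalized response, four-parameter Hill.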
BLM inh – blocks DNA unwinding by human BLM helicase. 350,000 tested, 0.2% active. recombinant BLM DNA unwinding, fluorescence dequenching. Potency, µM (highest dose often 56.1 µM), for the others: top-dose activity change, negative = inhibition, usual class: inhibitors;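 further: potency means the concentration at half of the fitted maximal effect; plate controls were vehicle for no effect and no enzyme for full effect; nearly all actives have a fitted effect of over 35% in size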
Tb PGK inh – blocks T. brucei phosphoglycerate kinase; 380,000 tested, 0.043% active; PGK/GAPDH coupled, Kinase-Glo luminescence, 60 min; P07378; Potency, µM (titrated, usually from 57.5 µM), for the others: top-dose activity change, negative = inhibition, actives largely listed as inhibitors; further: potency means the concentration at half of the fitted maximal effect; on the % scale 0 is the no-effect control and ±100 the full control effect; nearly all actives have a fitted effect of over 60% in size
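Recombinant glycosomal PGK reaction used 1,3-bisphosphoglycerate generated in-well by GAPDH (100nM final) in 100mM TEA pH 7.6, 5mM MgCl2, 0.01% Tween-20. After 60 minutes at room temperature, ATP was read by Kinase-Glo Plus luminescence end-point.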
Pol kappa inh – inhibitors of human DNA polymerase kappa. Q9UBT6. purified Pol kappa, fluorescent DNA synthesis assay, 10 min. Potency, µM (series often up to 107 µM), for the others: top-dose activity, negative = inhibition, actives largely listed as inhibitors. 400,000 tested, 0.53% active; further: potency means the concentration at half of the fitted maximal effect; on the % scale 0 is the no-effect control and ±100 the full control effect
Target sequence (Q9UBT6 whole entry, looked up): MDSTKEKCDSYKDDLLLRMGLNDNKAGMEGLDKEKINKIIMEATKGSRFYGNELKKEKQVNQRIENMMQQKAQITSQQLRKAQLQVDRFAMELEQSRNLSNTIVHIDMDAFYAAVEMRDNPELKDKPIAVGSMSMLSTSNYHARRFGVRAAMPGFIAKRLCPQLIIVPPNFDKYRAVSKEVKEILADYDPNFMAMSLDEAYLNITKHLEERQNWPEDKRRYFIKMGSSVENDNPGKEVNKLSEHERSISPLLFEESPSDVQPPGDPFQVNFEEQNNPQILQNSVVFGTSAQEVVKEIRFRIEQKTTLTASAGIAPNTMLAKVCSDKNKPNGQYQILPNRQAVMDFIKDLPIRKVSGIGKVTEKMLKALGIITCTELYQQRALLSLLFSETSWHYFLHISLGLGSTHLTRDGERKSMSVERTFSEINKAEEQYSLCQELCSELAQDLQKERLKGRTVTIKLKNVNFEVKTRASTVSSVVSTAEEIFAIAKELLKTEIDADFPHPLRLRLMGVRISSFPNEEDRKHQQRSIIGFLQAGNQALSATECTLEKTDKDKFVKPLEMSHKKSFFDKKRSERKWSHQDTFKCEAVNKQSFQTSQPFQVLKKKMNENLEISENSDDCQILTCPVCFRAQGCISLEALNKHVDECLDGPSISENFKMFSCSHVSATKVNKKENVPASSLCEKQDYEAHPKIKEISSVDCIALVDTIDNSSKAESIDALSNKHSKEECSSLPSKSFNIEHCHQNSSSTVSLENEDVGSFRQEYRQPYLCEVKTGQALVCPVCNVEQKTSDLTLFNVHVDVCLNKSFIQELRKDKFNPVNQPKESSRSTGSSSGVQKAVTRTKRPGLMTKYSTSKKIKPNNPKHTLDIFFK
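10 nM Pol kappa was preincubated with compounds for 15 min at room temperature. Reaction started with 50 nM (final) substrate. Fluorescence read kinetically at 0 and 10 min.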
RXFP1 antag – antagonists of human relaxin receptor RXFP1. Q9HBX9. HEK293-RXFP1, relaxin-stimulated cAMP HTRF, 30 min; hits give low values. activity change, negative = inhibition, % at 57.5 µM. 350,000 tested, 0.59% active. AID 1259400;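 active means activity change of -60% or lower, but not beyond a set lower limit; inconclusive means change between -60% and -40%, or beyond the set limit; inactive means change above -40%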; further: on the % scale 0 is the no-effect control and ±100 the full control effect
Pol beta inh – DNA polymerase beta (human) inhibition | P06746 | Pol beta primer extension/strand displacement, fluorescence kinetic | Potency, µM (highest dose often 114 µM), inactives show top-dose activity change, negative = inhibition, hits mostly inhibitors | 340,000 tested, 1.3% active; further: potency means the concentration at half of the fitted maximal effect; on the % scale 0 is the no-effect control and ±100 the full control effect
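Pol beta (10 nM) was preincubated with compound for 15 min at room temperature. The reaction was then started with 50 nM substrate and read immediately and after a further 10 min at room temperature.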
* hit, by the source's call; i = inactive; u = inconclusive; x = no result given; [ ] = remark or other dose. Unless noted, the call rests on the fitted dose curve; in most records, active means well fitted curve in the direction sought with a large enough effect; inconclusive means small, poorly fitted or top-dose-only effect, or another doubt; inactive means no such curve, though single readings can be large; an effect the other way counts as inactive or inconclusive. These rows are one share of the data. The share of hits here may be higher or lower than overall.

SMILES	Pol eta inh	APEX1 inh	POLI inh	Apoferritin bind	BLM inh	Tb PGK inh	Pol kappa inh	RXFP1 antag	Pol beta inh
Cc1cccc2c1-c1sc(C(=O)NCCc3ccc(Cl)cc3)cc1CO2	-16%	x	u	207%[activator]	-13%	1%	-34%	-11	8.9µM*
O=C(Nc1cccc(C(=O)O)c1)/C(=C\c1ccc2c(c1)OCO2)NC(=O)c1ccccc1	-7%	4%	12%	-2%	-5%	-10%	-4%	0	15%
O=C(CN1C(=O)CSc2ccc(S(=O)(=O)N3CCOCC3)cc21)NCc1ccc(Cl)cc1	-19%	-9%	30%	-14%	0%	-9%	-2%	6	-1%
COc1ccc(S(=O)(=O)N2CCc3ccccc3C2)cc1C(=O)O	-11%	5%	32%[activator]	-4%	-2%	2%	-6%	5	19%
COc1ccc(OCCCC(=O)Nc2nc(C)c(C(C)=O)s2)cc1	-18%	8%	151%[activator]	-4%	-3%	-6%	-10%	10	30%
CCC(C)NC(=O)C1(O)c2cc(Br)ccc2NC(=O)N1c1cccc(OC)c1 (stereo not drawn)	-8%	2%	-12%	5%	-3%	0%	-8%	0	16%
O=C(NCCc1ccccn1)c1cccnc1Oc1ccc(Cl)cc1	-19%	1%	64%[activator]	8%	-8%	-5%	-6%	7	u
COc1cc(OC)cc(-c2ncc3ccccn23)c1	-10%	-5%	u	10%	-11%	-1%	7%	-8	1%
Nc1ccc(Sc2ccc([N+](=O)[O-])cc2)cc1	-9%	5%	-13%	11µM*	-13%	-6%	-9%	-7	0%
N/C(=N\OC(=O)c1ccccc1)c1ccn[nH]1	-8%	13%	22%	u	-1%	i	-1%	-5	3%
Cn1c(SCC(=O)NCC2CCCO2)nnc1-c1ccc(S(=O)(=O)N2CCCC2)cc1 (stereo not drawn)	-6%	-9%	-6%	-10%	-3%	x	-12%	25	16%
Cc1nc2nc(C)c(CCC(=O)NCCc3ccccc3)c(C)n2n1	-14%	x	20%	-2%	-1%	-1%	-21%	x	0%
COC(=O)c1cccc(S(=O)(=O)N2CCC(C)CC2)c1	-4%	0%	-9%	-7%	-2%	-9%	-2%	26	13%
O=C(CSCc1c(Cl)cccc1Cl)NCc1ccco1	-9%	-2%	1%	7%	-3%	-2%	3%	-10	-6%
COc1ccc(NC(=O)C(NC(C)=O)C(=O)NCc2ccccc2Cl)cc1 (stereo not drawn)	-11%	1%	-15%	-5%	-4%	i	-9%	-4	-10%
O=C1c2cc(F)ccc2OC2(CCNCC2)C12CC(c1ccccc1)=NO2 (stereo not drawn)	-10%	3%	9%	u	-2%	7%	-24%	x	3%
O=c1cc(O)c(-c2ccc(Cl)cc2)c(Cl)[nH]1	3%	u	-28%	6%	2%	-1%	-21%	-4	u
Nc1nc2c(ncn2C2OC(CO)CC2O)c(=O)[nH]1 (stereo not drawn)	x	2%	x	-15%	-3%	x	-6%[60.1 µM]	x	x
Cc1ccc(NC(=O)COc2ccccc2CNC(C)(C)CC(C)(C)C)cc1	-17%	0%	27%	-22%	5%	-3%	-25%	x	-10%
Cc1ccc(Nc2cc(C)c3c(O)cccc3n2)cc1C	-18%	u	-26%	u	-14%	-1%	-2%	-26	14%
COc1cc(/C=C2\SC(=O)NC2=O)ccc1Oc1ccc([N+](=O)[O-])cc1[N+](=O)[O-]	50µM*	1%	u	-5%	-11%	-11%	u	-7	89µM*
O=C(Nc1ccc(S(=O)(=O)N2CCOCC2)cc1)c1ccccc1	-6%	3%	32%[activator]	-11%	-3%	-3%	2%	-1	30%
CCN(CC(=O)NCc1cccs1)C(=O)/C=C/c1cc(OC)c(OC)c(OC)c1	-13%	5%	23%	x	x	-5%	-10%	3	x
COCCNC(=S)N(CCCO)Cc1cc2cc3c(cc2[nH]c1=O)OCCO3	1%	23%	113%[activator]	0%	0%	i	1%	-8	43%
COc1cc(OC)c(NC(=O)[C@@H]2CCC(=O)N2C2OC(=O)c3c2ccc(OC)c3OC)cc1Cl (stereo partly drawn)	-19%	5%	24%	-6%	0%	8%	9%	x	-12%
Cc1ccc(C(=O)NCC(=O)OCC(=O)c2ccc(Cl)s2)cc1	u	11%	26%	x	x	1%	-15%	-4	x
Cc1cc(C)cc(NC(=O)C(OC(=O)c2ccc([N+](=O)[O-])o2)c2ccccc2)c1 (stereo not drawn)	-5%	u	1%	-1%	-10%	-7%	-9%	-8	u
Cc1cc(NC(=O)Nc2nnc(N3CCCCC3)s2)ccc1Br	-13%	x	23%	-3%	-2%	-9%	-5%	-5	-19%
COc1ccccc1N1CCN(C(=S)NC(=O)/C=C/c2ccc(F)cc2)CC1	3%	7%	5%	5%	-7%	5%	-17%	-13	18%
COc1ccc(S(=O)(=O)N(C)C)cc1NC(C)C(=O)Nc1cccc(C#N)c1 (stereo not drawn)	1%	-2%	19%	-11%	0%	6%	-6%	1	5%
COc1ccc(C(=O)Nc2ccc(Cl)cc2C(=O)NCCN2CCOCC2)cc1	-14%	3%	16%	-7%	3%	7%	-5%	4	26%
N#Cc1ccc(CN2CCN(C(=O)CNC(=O)Cc3cccc4ccccc34)CC2)cc1	-11%	21%	64%[activator]	x	x	-5%	7%	2	x
Cc1ccc(C)c(S(=O)(=O)NCC(c2ccc3c(c2)OCO3)N2CCOCC2)c1 (stereo not drawn)	-11%	-11%	9%	x	x	5%	-10%	-7	x
COc1ccc(-n2c(C)nc3cc(C(=O)NCCN4CCOCC4)ccc32)cc1	6%	6%	18%	-6%	1%	-6%	1%	4	3%
Cc1csc(SCC(=O)Nc2ccc(F)cc2Cl)n1	2%	26%	35%[activator]	x	x	-5%	-21%	u	x
CN1CC(=O)N(CC(=O)Nc2ccc(OC(F)(F)F)cc2)c2ccccc2C1=O	-18%	x	18%	-4%	0%	-7%	-2%[60.1 µM]	-6	7%
CC1CN(CCOCCSc2ccccc2)CC(C)O1 (stereo not drawn)	-3%	-1%	-16%	-9%	-8%	i	-19%	4	-19%
CCOC(=O)c1oc2ccccc2c1NC(=O)c1ccc(Cl)s1	6%	1%	0%	2%	2%	-2%	-10%	x	-9%
Cc1ccc2nc(-c3ccc(Cl)cc3)cc(C(=O)OCC(=O)c3ccccc3)c2c1	-8%	x	1%	-3%	-4%	i	-20%	0	-6%
Cc1ccc(NC(=O)C(C)c2cccc(C(=O)c3ccccc3)c2)cc1O (stereo not drawn)	u	-1%	u	-9%	-5%	i	-3%	-34	-13%
CCOC(=O)C1=C(O)C(Nc2nc3ccccc3s2)(C(F)(F)F)N=C1C (stereo not drawn)	-4%	-7%	11%	-17%	-4%	8%	-9%	1	22%
O=C(O)CCCC(=O)NCc1ccccn1	8%	-7%	7%	10%	-1%	5%	0%	-7	-14%
CN1CCc2nc(NC(=O)COc3ccc4ccccc4c3)sc2C1	-21%	6%	24%	u	42%[activator]	6%	0%	-6	-8%
CC(=O)Nc1cccc(Oc2ncccc2[N+](=O)[O-])c1	-8%	3%	-11%	6%	-5%	i	3%	7	8%
COc1ccc(NC(=O)Nc2nnc(N3CCCCCC3)s2)cc1	0%	x	-19%	-9%	-1%	4%	2%	-20	1%
Cc1ccc(S(=O)(=O)N(C)c2ccc(OCC(=O)Nc3ccc(C(=O)N(C)C)cc3)cc2)cc1C	-19%	4%	-3%	x	x	-1%	-5%	0	x
CC(NC(=O)Cn1ccc2cc(S(=O)(=O)N3CCCCCC3)ccc21)c1ccccc1 (stereo not drawn)	0%	x	u	62%[activator]	-8%	i	5%	4	33%
CC(C(=O)O)C1CCC2C3CC=C4CC(O)CC[C@@]4(C)C3CC[C@]12C (stereo partly drawn)	x	2%	x	0%	4%	x	-5%[60.1 µM]	x	x
CCOC(=O)C1=C(CP(=O)(c2ccccc2)c2ccccc2)NC(=O)NC1c1ccc(OC)cc1 (stereo not drawn)	-22%	0%	-10%	-12%	-6%	i	0%	-10	-6%

Molecules above that contain four or more nitrogen atoms (9):
SMILES	Pol eta inh	APEX1 inh	POLI inh	Apoferritin bind	BLM inh	Tb PGK inh	Pol kappa inh	RXFP1 antag	Pol beta inh
N/C(=N\OC(=O)c1ccccc1)c1ccn[nH]1	-8%	13%	22%	u	-1%	i	-1%	-5	3%
Cn1c(SCC(=O)NCC2CCCO2)nnc1-c1ccc(S(=O)(=O)N2CCCC2)cc1 (stereo not drawn)	-6%	-9%	-6%	-10%	-3%	x	-12%	25	16%
Cc1nc2nc(C)c(CCC(=O)NCCc3ccccc3)c(C)n2n1	-14%	x	20%	-2%	-1%	-1%	-21%	x	0%
Nc1nc2c(ncn2C2OC(CO)CC2O)c(=O)[nH]1 (stereo not drawn)	x	2%	x	-15%	-3%	x	-6%[60.1 µM]	x	x
Cc1cc(NC(=O)Nc2nnc(N3CCCCC3)s2)ccc1Br	-13%	x	23%	-3%	-2%	-9%	-5%	-5	-19%
COc1ccc(S(=O)(=O)N(C)C)cc1NC(C)C(=O)Nc1cccc(C#N)c1 (stereo not drawn)	1%	-2%	19%	-11%	0%	6%	-6%	1	5%
N#Cc1ccc(CN2CCN(C(=O)CNC(=O)Cc3cccc4ccccc34)CC2)cc1	-11%	21%	64%[activator]	x	x	-5%	7%	2	x
COc1ccc(-n2c(C)nc3cc(C(=O)NCCN4CCOCC4)ccc32)cc1	6%	6%	18%	-6%	1%	-6%	1%	4	3%
COc1ccc(NC(=O)Nc2nnc(N3CCCCCC3)s2)cc1	0%	x	-19%	-9%	-1%	4%	2%	-20	1%
